TDP1 block: qHTS Assay for Inhibitors of Tyrosyl-DNA Phosphodiesterase (TDP1); Tyrosyl-DNA phosphodiesterase 1 (Homo sapiens), Q9NUW8; recombinant TDP1, AlphaScreen DNA substrate cleavage; Potency, µM (highest dose often 130 µM), inactives show top-dose activity change, negative = inhibition, hits mostly inhibitors; 0.28% of 350,000 active; AID 485290, 2010; also: nearly all actives have a fitted effect of over 40% in size
Target sequence (Q9NUW8 whole entry, looked up): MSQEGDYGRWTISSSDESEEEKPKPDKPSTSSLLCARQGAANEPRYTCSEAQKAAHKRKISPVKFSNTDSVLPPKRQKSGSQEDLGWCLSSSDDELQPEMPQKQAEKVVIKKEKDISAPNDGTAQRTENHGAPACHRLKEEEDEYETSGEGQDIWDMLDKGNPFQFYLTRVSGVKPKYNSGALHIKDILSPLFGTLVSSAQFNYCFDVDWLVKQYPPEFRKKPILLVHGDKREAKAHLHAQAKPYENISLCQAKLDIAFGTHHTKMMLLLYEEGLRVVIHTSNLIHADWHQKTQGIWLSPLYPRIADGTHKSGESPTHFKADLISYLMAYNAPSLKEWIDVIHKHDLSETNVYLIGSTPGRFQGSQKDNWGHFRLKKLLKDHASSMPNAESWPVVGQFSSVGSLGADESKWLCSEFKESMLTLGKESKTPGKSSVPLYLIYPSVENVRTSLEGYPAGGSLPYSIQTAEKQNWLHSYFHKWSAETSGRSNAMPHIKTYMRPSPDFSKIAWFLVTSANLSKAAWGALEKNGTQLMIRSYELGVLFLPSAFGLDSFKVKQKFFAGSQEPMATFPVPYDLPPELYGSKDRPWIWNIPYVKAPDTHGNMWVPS
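Tdp1 1 nM final; 15 min RT w/ cpd; substrate 15 nM, 5 min; beads 10 ug/ml, 10 min; AlphaScreen read. Neg ctrl: no enzyme.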
DT40 TDP1 CPT: qHTS for Inhibitors of human tyrosyl-DNA phosphodiesterase 1 (TDP1): qHTS in cells in presence of CPT; chicken DT40 Tdp1-/-;hTDP1 cells + 20 nM CPT, ATP luminescence, 48 h; Potency, µM (highest dose often 46.2 µM), inactives show top-dose activity change, negative = growth inhibition, most hits filed as inhibitors; 12% of 420,000 active; also: nearly all actives have a fitted effect of over 55% in size
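Chicken DT40 Tdp1-/- cells complemented with human TDP1, 400 cells/well, exposed to compounds plus 20 nM camptothecin for at least 48 h at 37 C; viability read as ATP content by CellTiter-Glo luminescence.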
DT40 TDP1 no CPT: qHTS for Inhibitors of human tyrosyl-DNA phosphodiesterase 1 (TDP1): qHTS in cells in absence of CPT. 15% of 420,000 active. Potency, µM (series often up to 46.2 µM), for the others: top-dose activity change, negative = growth inhibition, most hits filed as inhibitors. DT40 Tdp1-/- hTDP1 cells, no CPT, ATP luminescence, 48 h; also: nearly all actives have a fitted effect of over 55% in size
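Growth kinetics read by CellTiter-Glo luminescence after ≥48 hr at 37 °C. Cells: DT40 Tdp1-/- stably carrying human TDP1, 400 per well, compound exposure in the absence of CPT (DMSO vehicle).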
* = called active by the depositor; ? = inconclusive; / = no result given; & = joins results of further samples; [ ] = another dose, or the depositor's remark. Calls follow the shape of the dose curve; as a rule, active = well fitted curve in the direction sought with a large enough effect; inconclusive = small, poorly fitted or top-dose-only effect, or another doubt; inactive = no such curve, though single readings can be large; an effect the other way counts as inactive or inconclusive. % is scaled to controls: 0 for no effect and ±100 for the full control effect; potency is read from the fitted curve at half-maximal effect.

SMILES	TDP1 block	DT40 TDP1 CPT	DT40 TDP1 no CPT
CCN=C1S/C(=C\c2cn(CC)c3ccccc23)C(=O)N1CC	5%	23µM*	10µM*
Cc1ccc(Cn2ccc(NC(=O)C3C4CCC(C4)C3C(=O)O)n2)cc1 (stereo not given)	2%	-8%	-24%
CC(OC(=O)C(C)N1C(=O)C2C3C=CC(C4CC34)C2C1=O)C(=O)c1ccccc1 (stereo not given)	5%	-28%	-24%
CCNC(=S)N(CCc1cccc(C)c1)Cc1cc2cc(OC)c(OC)cc2[nH]c1=O	8%	?	?
COc1ccccc1C1N=C(Nc2nc3ccccc3o2)NC2=C1C(=O)CC(C)(C)C2 (stereo not given)	1%	?	?
Cc1ccc(NC2CCCN(C(=O)CSc3ccccn3)C2)cc1C (stereo not given)	6%	-28%	-7%
Cc1cnc(CNc2ncncc2-c2ccccc2CN(C)C)cn1	28µM*	-28%	?
Cc1nc(N)sc1-c1csc(Nc2ccc(Cl)cn2)n1	7%	?	?
COc1ccc(S(=O)(=O)NNC(=O)c2cc3ccccc3o2)cc1	1%	-4%	-1%
Cc1ccc(-n2c(=O)c3sccc3n(CC(=O)N3CCCC3)c2=O)cc1	1%	5%	-4%
COc1ccc(OC)c(C2NC(=S)NC(C)=C2C(=O)Nc2ccccn2)c1 (stereo not given)	0%	0%	-18%
Cc1ccc2oc(Nc3nc(-c4ccccc4)cc(=O)[nH]3)nc2c1	8%	3.3µM*	4.6µM*
NS(=O)(=O)c1cccc(NC(=O)C2CC(=O)N(Cc3ccco3)C2)c1 (stereo not given)	/	11%	-21%
Cc1cc(=O)c2c(o1)CC(C)(C)CC2=O	0%	?	1%
COc1ccc(/C(C)=N/NC(=O)c2ccc(NS(=O)(=O)c3cccs3)cc2)cc1	/	?	?
Cc1cc(C)cc(NC(=O)c2ccc3c(c2)nnn3C2CCCC2)c1	5%	1.3µM*	1.5µM*
Cc1nn(-c2ccc(Cl)cc2)c(NC(=O)C(C)C)c(-c2ccccc2)c1=O	/	14%	0%
CCc1nc2c(OCc3ccc(C(=O)N(C)C)cc3)cccn2c1N(C=O)Cc1ccccc1	/	?	-17%
COc1ccc2ncn(-c3ccccc3)c2c1	5%	-19%	-29%
CN(Cc1ccc(F)cc1Cl)S(=O)(=O)c1cccs1	/	-6%	-28%

Brought forward from above: three compounds, then new ones.
SMILES	TDP1 block	DT40 TDP1 CPT	DT40 TDP1 no CPT
CCc1nc2c(OCc3ccc(C(=O)N(C)C)cc3)cccn2c1N(C=O)Cc1ccccc1	/	?	-17%
COc1ccc2ncn(-c3ccccc3)c2c1	5%	-19%	-29%
CN(Cc1ccc(F)cc1Cl)S(=O)(=O)c1cccs1	/	-6%	-28%
O=C1CCN(Cc2ccccc2)CCN1[C@H](CSc1ccccc1)Cc1ccccc1	/	23µM*	20µM*
CCc1ccc(/C=N/Nc2ncnc3nc[nH]c23)cc1	/	?	?
O=C1CSC(c2ccccc2F)N1CCN1CCCCC1 (stereo not given)	2%	-4%	-17%
COc1ccc(N(C(=O)c2ccc(C(C)(C)C)cc2)S(=O)(=O)c2ccc(Cl)cc2)cc1	-9%[12.3 µM]	?	21µM*
CCOc1ccc(NC(=S)N2CCC(C(N)=O)CC2)cc1	3%	-1%	4%
COc1ncc2nc(-c3ccc(F)cc3)c(=O)n(C3CC3)c2n1	/	11%	46%[activator]
Cc1ccc(C(=O)c2cn(Cc3ccccc3C)c3nc(C)ccc3c2=O)cc1	5%	21µM*	21µM*
COc1ccc(CNC(=O)COC(=O)c2ccccc2OCC(=O)Nc2ccc(SC(F)F)cc2)cc1	/	?	?
COc1ccc(NCc2ccc([N+](=O)[O-])s2)c(OC)c1	12%	16µM*	?
COc1ccc(CNC(=O)c2cc3c(=O)oc4ccc(C)cc4c3s2)c(OC)c1	1%	5%	-24%
CCn1c2ccccc2c2cc(/C=N/n3c(-c4cc(C)[nH]n4)n[nH]c3=S)ccc21	11%	21µM*	?
COc1ccc(NC(=O)CSc2ccc3nnc(-c4cccnc4)n3n2)cc1OC	8%	-3%	0%
CCN1C(=O)/C(=C\c2cccn2-c2ccc([N+](=O)[O-])cc2)N(CC)C1=S	0%	-14%	-17%
COc1ccccc1Nc1ccc(C(=O)NCc2cccs2)cn1	-3%	0%	-9%
COc1cccc(C(C(=O)NCc2ccco2)N(C(=O)Cn2nnc3ccccc32)C2CC2)c1OC (stereo not given)	1%	18µM*	13µM*
Cc1c(NC(=O)C(C)Oc2cccc(F)c2)c(=O)n(-c2ccccc2)n1C (stereo not given)	-1%	-6%	19%
COC(=O)N1C(=O)[C@](CC(C)C)(c2ccccc2)N1C(=O)OC	/	21µM*	16µM*
COc1ccc(OC)c2sc(N3CCN(C(=O)c4ccc5ncsc5c4)CC3)nc12	-6%	-1%	-30%
COc1ccc(OC)c2c(N3CCN(C)CC3)cc(C(F)(F)F)nc12	-3%	-6%	-3%
Cc1ccc(N2C(=O)N(CC(=O)Nc3ccccc3C)C(=O)C2C)cc1 (stereo not given)	2%	-21%	-17%
CC(=O)C[C@@H]1OC2CCCCC2N1S(=O)(=O)c1ccc(C)cc1 (stereo not given in full)	/	3%	-7%
O=C(c1ccc(CS(=O)c2ccc(Br)cc2)o1)N1CCN(C2CCCCC2)CC1 (stereo not given)	/	?	-29%
Cc1cc(C)cc(NC(=O)CSc2nc(=O)n(CCN3CCOCC3)c3c2CCC3)c1	5%	18%	-15%
CS(=O)(=O)c1nc([N+](=O)[O-])nn1CCCc1ccccc1	/	6.5µM*	13µM*
Cc1ccc(C)c(NS(=O)(=O)c2ccc3oc(=O)ccc3c2)c1	3%	-19%	?
N#CCSc1nc(-c2ccccc2)cs1	3%	6%	3%
C(=N\N(c1ccccc1)c1ccccc1)/c1ccc2c(c1)OCO2	-2%	-4%	-13%
Cc1cccc(C(=O)Nc2scc(CC(C)C)c2C(=O)O)c1	4%	?	?
CCOc1ccc(C2C(C(=O)NC)=C(C)Nc3nc4ccccc4n32)cc1OC (stereo not given)	/	-3%	1%
Cc1c(NC(=O)c2cc(-c3ccc(Cl)c(Cl)c3)on2)c(=O)n(-c2ccccc2)n1C	-6%&7%	?	?
Cc1nn(CC(=O)NCc2ccccc2Cl)c(C)c1[N+](=O)[O-]	0%	0%	1%
O=C(C1CCCO1)N1CCN(S(=O)(=O)c2cc(C(F)(F)F)ccc2Cl)CC1 (stereo not given)	-15%	-7%	-7%
Cc1cc(F)ccc1NCC(=O)Nc1ccc(Br)cc1C	5%	-28%	-29%
O=C(CCS(=O)(=O)c1ccc(Br)cc1)Nc1ccc(Cl)c(C(F)(F)F)c1	-13%	?	21µM*
COc1ccc(OC)c(N(C)S(=O)(=O)c2ccc3c(c2)NC(=O)CC(=O)N3)c1	1%	0%	-11%
CCc1ccc(N=C2N=C(N)c3ccccc32)cc1	-1%	?	?
Cc1noc(C)c1C(=O)NCCCN1CCCC1=O	2%	-5%	-4%
CCN(Cc1cc2cc(OC)ccc2[nH]c1=O)C(=O)c1ccncc1	-3%	-7%	-11%
COc1cc(/C=N/n2c(=S)[nH]nc(C)c2=O)cc([N+](=O)[O-])c1O	-5%	-1%	6%
OC(c1cc(Cl)cc(Cl)c1)c1ncc(-c2cccc(F)c2)[nH]1 (stereo not given)	/	?	16µM*
N#C/C(C(N)=O)=C1/SC=C(c2ccccc2)N1c1ccccc1	4%	?	18µM*
O=C(c1ccccc1F)N1C(=O)c2cccc3cccc1c23	3%	?	?
Cc1cc(NC(=O)CSc2ncn[nH]2)no1	3%	-13%	14%
CC(=O)N1CCC(N(CCN2CCOCC2)C(=S)Nc2ccccc2C)CC1	4%	-2%	1%
N#Cc1c(Cl)nc2c(c1C#N)CCCC2	/	6%	18µM*
CC(C)(C)OC(=O)[C@H](Cc1ccccc1)NC(=O)c1nc[nH]c1C(=O)NCC(=O)OCc1ccccc1	/	?	-71%
CC(C)CN(C(=O)c1ccc(Br)o1)C1CCS(=O)(=O)C1 (stereo not given)	1%[0.505 µM]	1%	2%
Cc1ccc(C2=NS(=O)(=O)N(C)C(C(=O)Nc3ccc(F)cc3F)=C2)cc1	/	21µM*	?
COC(=O)c1sc(N)c(C(=O)OC)c1Cn1ncc(Cl)c(Cl)c1=O	/	23µM*	15µM*
CCN(CC(=O)Nc1ccc(NC(C)=O)cc1)C(=O)c1cn(-c2ccccc2)nc1-c1cccs1	0%	-20%	?
The results go on.
SMILES	TDP1 block	DT40 TDP1 CPT	DT40 TDP1 no CPT
COCCSc1ccccc1C(=O)Nc1cccnc1	9%	-14%	9%
O=C(Nc1ccc(Cl)cc1)c1ccc2snnc2c1	/	?	?
O=C(NCc1ccncc1)C(F)(F)C(F)(F)C(=O)NCc1ccncc1	2%	5%	1%
CC(=O)Nc1ccc(NC(=O)CCN2C(=O)C3CC=CCC3C2=O)cc1 (stereo not given)	1%	-9%	8%
COc1ccc(-n2c(O)c(/C=N/NS(=O)(=O)c3ccc(C)cc3)c3ccccc3c2=O)cc1OC	8%	18µM*	16µM*
O=C(/C=C/c1ccccc1Cl)N1CCC(c2nc3ccccc3o2)CC1	-1%	?	21µM*
CCc1nnc(NC(=O)C2CCCN(c3nc4ccccc4s3)C2)s1 (stereo not given)	2%	-26%	-20%
CC(C)c1ccc(OCC(O)CN2CCCC2)cc1 (stereo not given)	/	-4%	-15%
Cc1ccn2c(C(=O)CSc3ccccc3)c(C)nc2c1	-1%	8.2µM*	8.2µM*
CCC(=O)Nc1cccc(NC(=O)c2ccccc2Br)c1	-2%	7%	-21%

Profiles as entered above. Values in the order: TDP1 block	DT40 TDP1 CPT	DT40 TDP1 no CPT
O=C(Nc1ccc(Cl)cc1)c1ccc2snnc2c1 is listed with /	?	?
O=C(/C=C/c1ccccc1Cl)N1CCC(c2nc3ccccc3o2)CC1 is listed with -1%	?	21µM*
COc1ccc(-n2c(O)c(/C=N/NS(=O)(=O)c3ccc(C)cc3)c3ccccc3c2=O)cc1OC is listed with 8%	18µM*	16µM*
CC(=O)Nc1ccc(NC(=O)CCN2C(=O)C3CC=CCC3C2=O)cc1 (stereo not given) is listed with 1%	-9%	8%
CC(C)c1ccc(OCC(O)CN2CCCC2)cc1 (stereo not given) is listed with /	-4%	-15%

Next section
SMILES	TDP1 block	DT40 TDP1 CPT	DT40 TDP1 no CPT
COc1cc(/C=N/NC(=O)c2c(-c3c(Cl)cccc3Cl)noc2C)ccc1OCC(N)=O	2%	-1%	-12%
C=CCNc1nc2ccccc2nc1NS(=O)(=O)c1ccc(F)cc1	/	?	?
CN1CCN(C(=S)c2ccc(Br)cc2)CC1	3%	6%	?
Cc1ccc(NC(=O)CN(C)Cc2cc(=O)n3ccsc3n2)cc1	4%	8%	-16%
O=C(c1cccc(F)c1)N1CCCC(C(=O)N2CCCC2)C1 (stereo not given)	8%	1%	-10%
CC(C)OCCCNC(=O)C1CCN(S(=O)(=O)c2ccc3nc4c(c(C(=O)O)c3c2)CCCCC4)CC1	4%	15%	11%
O=C(N/N=C\c1ccc([N+](=O)[O-])s1)c1cncc(Br)c1	5%	5.2µM*	3.3µM*
OC[C@H]1O[C@@H](n2cnc3c(=S)nc[nH]c32)[C@H](O)[C@@H]1O	/	12µM*	11µM*
CCc1ccc(NC(=O)C(C)Sc2ccc(S(=O)(=O)N3CCN(C)CC3)cn2)cc1 (stereo not given)	-1%[56.1 µM]	?	?
O=C(CCCN1C(=O)/C(=C\c2cccs2)SC1=S)Nc1ccc(C(=O)O)cc1	4%	3%	-23%

Assay outcomes as filed in PubChem.
